Screening results as filed in PubChem BioAssay.
PAFAH1B3 inh: inhibitors of human PAFAH1B3; Q15102; 340,000 tested, 0.28% active; recombinant PAFAH1B3, FP-rhodamine probe, fluorescence polarization; inhibition, % at 3.39 µM;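 active = inhibition above the screen-wide average of all tested compounds plus 3 SD, cut at about 25% in these data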;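 note: 0% = enzyme with DMSO only and 100% = wells lacking PAFAH1B3 protein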
Target sequence (Q15102 whole entry, looked up): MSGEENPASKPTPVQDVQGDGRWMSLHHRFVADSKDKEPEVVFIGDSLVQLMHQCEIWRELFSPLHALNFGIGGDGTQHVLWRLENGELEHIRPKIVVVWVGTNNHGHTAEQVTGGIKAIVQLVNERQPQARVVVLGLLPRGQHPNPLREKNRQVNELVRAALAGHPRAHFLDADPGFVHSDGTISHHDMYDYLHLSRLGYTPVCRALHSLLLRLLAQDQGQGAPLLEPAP
GSTO1 counter: GSTO1 inhibition, counter-screen for RBBP9 inhibitors. P78417. recombinant GSTO1, activity-based probe fluorescence polarization. inhibition, % at 5.96 µM. 300,000 tested, 1.1% active;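 active = inhibition above the campaign mean inhibition plus 3 SD, cut at about 35% in these data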;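 note: 0% = GSTO1-1 with DMSO and 100% = wells lacking GSTO1-1 enzyme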
Target sequence (P78417 whole entry, looked up): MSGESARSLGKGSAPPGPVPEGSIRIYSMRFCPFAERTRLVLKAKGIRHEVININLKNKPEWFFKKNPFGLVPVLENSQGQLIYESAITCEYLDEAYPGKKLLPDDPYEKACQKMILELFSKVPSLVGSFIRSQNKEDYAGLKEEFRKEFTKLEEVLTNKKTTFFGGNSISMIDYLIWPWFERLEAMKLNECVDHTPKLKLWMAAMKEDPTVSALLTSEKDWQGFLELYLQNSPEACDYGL
PAD4 inh: inhibitors of human PAD4; 330,000 tested, 0.41% active; Q9UM07; recombinant PAD4, RCA probe fluorescence polarization; inhibition, % at 6.36 µM; AID 485272;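 active = percent inhibition above a cutoff equal to the mean of all tested compounds plus 3 SD, cut at about 15% in these data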;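 note: 0% = PAD4 with RCA probe and DMSO and 100% = probe without PAD4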
PME-1 primary: blocks human protein phosphatase methylesterase 1; AID 2130; 320,000 tested, 0.53% active; recombinant PME-1, FP-Rh probe fluorescence polarization; inhibition, % at 5.9 µM; Q9Y570;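 active = inhibition above the campaign mean of all compounds plus 3 SD, cut at about 26% in these data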;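 note: competitive labeling of PME-1 active site by serine hydrolase directed probe; 0% = PME-1 with DMSO and 100% = wells lacking PME-1 enzyme; inhibitors block probe labeling so polarization falls and inhibition rises; many of its hits are not listed in these tables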
pPAFAH FP inh: pPAFAH (human) enzyme inhibition; Q13093; recombinant pPAFAH, FP-rhodamine probe fluorescence polarization; inhibition, % at 3.39 µM; 330,000 tested, 1.5% active;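 active = inhibition above the mean inhibition across the screen plus 3 SD, cut at about 25% in these data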;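 note: inhibitors block binding of the rhodamine activity-based probe so polarization drops; 0% = enzyme with DMSO and 100% = wells lacking pPAFAH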
PAFAH1B2 inh: blocks human PAF acetylhydrolase 1b catalytic subunit 2; P68402; recombinant PAFAH1B2, FP-rhodamine activity probe, fluorescence polarization; inhibition, % at 3.39 µM; 340,000 tested, 1.2% active; AID 492953;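 active = inhibition above the mean of all tested compounds plus 3 SD, cut at about 24% in these data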;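 note: 0% = enzyme with DMSO and 100% = wells lacking PAFAH1B2; many of its hits are not listed in these tables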
Target sequence (P68402 whole entry, looked up): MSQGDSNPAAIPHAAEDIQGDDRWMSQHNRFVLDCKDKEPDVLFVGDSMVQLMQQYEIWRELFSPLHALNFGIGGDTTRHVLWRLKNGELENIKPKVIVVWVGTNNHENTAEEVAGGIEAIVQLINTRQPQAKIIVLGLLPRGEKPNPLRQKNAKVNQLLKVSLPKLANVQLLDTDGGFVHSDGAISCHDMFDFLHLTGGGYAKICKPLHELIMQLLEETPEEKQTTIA
LYPLA2 inh: LYPLA2 (human) inhibition in PME1 counter-screen | recombinant LYPLA2, FP-Rh probe fluorescence polarization | inhibition, % at 5.9 µM | 320,000 tested, 0.38% active | AID 2177;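 active = inhibition above the screen-wide mean plus 3 SD, limit set per campaign, cut at about 26% in these data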;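 note: 0% = LYPLA2 with DMSO and 100% = wells lacking LYPLA2 enzyme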
LYPLA1 inh: LYPLA1 (human) inhibition in PME1 counter-screen. O75608. recombinant LYPLA1, FP-Rh probe fluorescence polarization. inhibition, % at 5.9 µM. 320,000 tested, 0.16% active;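 active = inhibition above the mean of all tested compounds plus 3 SD, set per campaign, cut at about 14% in these data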;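 note: inhibitors block serine hydrolase probe labeling of LYPLA1 so polarization falls; 0% = enzyme with DMSO and 100% = wells lacking LYPLA1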
Target sequence (O75608 whole entry, looked up): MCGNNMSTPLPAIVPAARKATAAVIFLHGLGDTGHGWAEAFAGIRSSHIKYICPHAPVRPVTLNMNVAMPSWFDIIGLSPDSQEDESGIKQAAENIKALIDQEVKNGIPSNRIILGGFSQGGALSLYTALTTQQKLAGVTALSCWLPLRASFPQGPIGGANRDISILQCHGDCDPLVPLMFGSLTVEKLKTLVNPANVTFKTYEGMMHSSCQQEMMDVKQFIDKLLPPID
PAFAH2 inh: PAFAH2 (human) inhibition; Q99487; recombinant PAFAH2, FP-rhodamine activity probe, fluorescence polarization; inhibition, % at 3.39 µM; 340,000 tested, 0.99% active; AID 492956;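 active = inhibition above the mean over all tested compounds plus 3 SD, cut at about 30% in these data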;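 note: inhibitors block probe labeling of enzyme so polarization drops; 0% = enzyme with DMSO and 100% = wells lacking PAFAH2 protein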
The depositor's hits bear a star; / = not tested or not shown. A portion of the library (hit frequency here may not be typical).

SMILES	PAFAH1B3 inh	GSTO1 counter	PAD4 inh	PME-1 primary	pPAFAH FP inh	PAFAH1B2 inh	LYPLA2 inh	LYPLA1 inh	PAFAH2 inh
CCN(CC)C(=S)Nc1ccc2nc3n(c(=O)c2c1)CCCCC3	8.2	13.5	-6.1	4.6	-3.2	2.2	-1.8	-1.9	-2.4
CC(Oc1ccccc1)C(=O)NNC(=O)c1cccs1 (stereo not given)	4.8	10.6	-1.6	0.1	2.0	3.9	1.2	0.2	5.4
COc1ccc(C(=O)Nc2cccnc2)cc1S(=O)(=O)N1CCOCC1	8.9	2.5	-2.2	6.9	-2.8	1.8	7.3	-3.0	-0.7
CCC(C)NC(=O)CCCCCn1c(=O)[nH]c2cc(OC)c(OC)cc2c1=O (stereo not given)	5.8	-0.4	-3.1	1.3	4.2	1.5	-10.3	-6.3	3.7
CC(=O)c1sc2nc(SCC(=O)NCCc3ccccc3)[nH]c(=O)c2c1C	3.8	4.5	-1.3	1.7	6.6	0.8	-4.5	-6.4	1.8
CCOc1ccc(/C=C/C(=O)C(C(N)=O)=C2SCCS2)cc1	4.0	-2.7	-1.7	-7.4	0.7	1.8	0.0	4.0	0.6
Cc1ccc(CN2CCN(CC(=O)N/N=C/c3ccccc3F)CC2)cc1	0.3	2.1	-0.6	0.0	6.9	4.1	11.0	2.9	-1.8
Cc1cc(C)c[n+](-c2nc3ccccc3nc2[N-]S(=O)(=O)c2ccc(Br)s2)c1	-4.1	0.6	-3.2	4.0	-10.3	0.5	-7.7	-3.9	-7.6
O=C(Cn1cccc(C(F)(F)F)c1=O)c1ccc(Cl)cc1	3.4	-5.4	-6.0	-0.7	6.7	-2.1	-0.8	-3.6	-2.7
COc1cc(C2Nc3cccc4cccc(c34)N2)cc(OC)c1OC(C)=O	31.8*	48.8*	-6.8	22.6	10.8	7.2	3.1	-3.2	-8.3
CC1(C)C(=O)Nc2ccccc2N1C(=O)COc1cccnc1[N+](=O)[O-]	-2.4	10.5	3.2	-6.0	-2.8	-0.9	3.0	0.0	3.7
COc1cc(C(=O)N2CCN(C(=O)c3cccc4ccccc34)CC2)cc(OC)c1OC	-5.4	6.0	-0.5	1.9	0.0	1.1	-0.2	7.6	5.3
O=C1CC2(CCCCC2)Oc2ccc(OCC(=O)N3CCOCC3)cc21	-8.6	0.6	5.7	2.5	9.0	4.9	2.6	-4.3	-1.0
O=C1/C(=C/c2ccco2)SC(=S)N1CC1CCCO1 (stereo not given)	/	12.5	-3.1	5.8	22.9	/	-7.6	-4.5	/
COc1cc(C(=O)NCC(=O)N2CCN(S(=O)(=O)c3ccccc3C(F)(F)F)CC2)cc(OC)c1OC	1.0	/	-2.8	/	-2.9	2.7	/	/	1.1
CCNS(=O)(=O)c1ccc(CCC(=O)NCCc2ccc(OC)cc2)cc1	6.8	-1.8	-2.9	-1.8	-1.2	-3.3	11.9	1.7	8.6
Oc1ccccc1CNn1cnnc1	-1.8	5.0	-7.0	0.6	4.4	3.2	0.6	1.5	4.0
COc1ccc(CCN(C(=S)Nc2ccccc2)C2CC(=O)N(c3ccccc3)C2=O)cc1 (stereo not given)	4.3	-7.9	-6.4	-1.5	4.5	-0.8	-3.3	-1.7	-2.3
C#CCOCCOCCOCCNc1nc(N2CCOCC2)nc(N2CCN(C(=O)[C@H](CC(N)=O)n3cc([C@@H](N)C(C)C)nn3)CC2)n1	6.1	/	-3.8	/	-3.6	2.9	/	/	-0.2
O=C1CC(c2ccco2)CC(O)=C1C=NCCN1CCNCC1 (stereo not given)	-2.9	-0.6	-1.8	-7.0	3.8	3.2	-0.7	1.0	-1.4
CCC(=C(c1ccc(OC)cc1)c1ccc(OC)cc1)c1cn(CC(O)CN2CCN(C)CC2)c2ccccc12 (stereo not given)	11.2	5.9	-2.6	10.6	17.7	0.1	4.4	7.9	2.1
COc1ccc(C2CC(c3ccccc3)=NN2C(=O)CSc2nnnn2-c2cccc(C)c2)cc1 (stereo not given)	-3.4	10.6	1.9	-5.7	7.2	3.3	6.9	-0.5	-1.2
CC(=O)N/C(N)=N/c1nc2cc([N+](=O)[O-])ccc2o1	21.9	1.4	-0.4	-1.5	6.3	11.7	2.2	1.7	7.7
Cc1cc(NC(=O)CSc2ncnc3sccc23)no1	0.7	3.4	-9.7	-0.8	-2.1	2.6	0.6	-4.1	-2.1
COC(=O)c1sccc1NC(=O)c1ccc2c(c1)OCO2	-0.2	1.4	-0.6	-3.6	-2.3	4.2	0.4	-1.1	1.9

Other compounds follow.
SMILES	PAFAH1B3 inh	GSTO1 counter	PAD4 inh	PME-1 primary	pPAFAH FP inh	PAFAH1B2 inh	LYPLA2 inh	LYPLA1 inh	PAFAH2 inh
CN(C(=O)COC(=O)c1ccc(Cl)c(S(=O)(=O)N2CCCCC2)c1)C1(C#N)CCCCC1	3.3	/	0.6	0.3	1.5	1.1	0.8	-1.9	30.3*
COCC(=O)Nc1ccc(S(=O)(=O)N2CCCC2)cc1	0.7	0.1	0.5	4.0	-5.2	8.3	0.9	-1.4	-4.8
O=S(=O)(c1ccc(NC(=S)N/N=C/c2c3ccccc3cc3ccccc23)cc1)N1CCOCC1	2.5	-27.2	-1.7	-4.9	3.8	2.2	-17.8	-15.5	-6.1
COC(=O)C1CCN(C(=O)COC(=O)c2ccc(OC)c(S(=O)(=O)N3CCCc4ccccc43)c2)CC1	-2.3	11.2	-3.4	5.2	1.4	2.4	-1.4	-1.8	-3.7
COC(=O)c1ccc(C(=O)NC2CC(C)(C)Cc3c2cnn3-c2ccc(F)cc2)nc1 (stereo not given)	-1.0	-4.1	0.5	1.4	4.5	-3.7	4.0	1.1	-5.8
Cc1ccc(NC(=O)CN(C)C(=O)c2ccc(NS(=O)(=O)c3ccc4[nH]c(=O)[nH]c4c3)cc2)cc1	13.9	/	-1.4	-8.1	-7.5	3.8	4.3	1.3	-11.0
O=P(OC1CCCCC1)(OC1CCCCC1)C(O)c1ccccc1 (stereo not given)	3.9	-0.2	-4.0	-3.6	4.1	5.9	-0.8	1.9	14.4
CC(C)NC(=O)CCN1C(=O)c2ccccc2Sc2ncccc21	2.6	3.3	-2.7	-5.4	5.2	2.5	-2.6	-0.4	-1.9
CC(=O)c1ccc(NC(=O)Nc2ccc3c(c2)N(C)C(=O)CS3)cc1	10.0	-10.5	-7.4	-9.8	13.2	5.2	-18.1	-20.4	-8.5
CCOC(=O)c1ccc2c(c1)nc(C)n2CC	-10.2	0.1	-5.7	-17.4	-0.8	-7.8	-3.9	-2.8	-7.0
O=C(N/N=C\c1cc(Br)cs1)C1COc2ccccc2O1 (stereo not given)	4.3	-2.0	-4.9	0.3	3.0	7.7	2.1	-2.1	-6.5
COc1ccccc1C(=O)N1CCN(S(=O)(=O)c2ccccc2)CC1	3.7	-6.8	-5.0	-0.4	5.3	0.6	6.9	-1.0	2.0
COc1ccccc1OCC(=O)N(Cc1nc(-c2ccccc2)no1)C1CCCCC1	2.0	3.6	-1.1	-3.7	-3.7	-0.5	-1.2	-4.3	-3.3
CCOC(=O)CNC(=O)CSc1nc(Cc2ccccc2)nc2ccccc12	2.5	-8.9	2.2	2.1	-1.0	6.9	-8.1	-0.4	3.7
c1ccc(-c2nc3nonc3nc2-c2ccccc2)cc1	-1.6	15.4	0.0	-0.7	7.6	5.2	2.2	-2.1	2.4
Cc1ccc(C(=O)Nc2ccc3c(c2)OCO3)o1	4.9	7.3	-3.0	-4.7	3.4	-0.7	-2.2	-0.6	-1.2
CCN1C(=O)C(CC(=O)Nc2ccc(OC)cc2)N(CCc2ccccc2F)C1=S (stereo not given)	-3.1	3.3	1.9	1.3	-0.9	3.6	-2.4	-0.1	6.9
COc1ccccc1Nc1c2c(nc3ccccc13)CCC2	9.4	-1.1	-1.3	-4.4	6.0	4.4	-2.3	-0.8	-5.3
COc1ccccc1CN1CCC(CNS(=O)(=O)c2cc(-c3cc(C)no3)ccc2OC)CC1	0.1	-6.3	-1.2	-1.4	1.3	4.2	-3.3	-1.4	0.8
O=C(O)c1cc(-c2ccc(Cl)c(Cl)c2)n(-c2ccccc2)n1	0.9	-4.0	-6.9	-1.2	5.7	28.8*	2.7	5.5	-1.8
CCC(CC)C(=O)Nc1cccc(-c2nc3ccccc3o2)c1	-4.2	0.7	-2.8	1.2	-3.6	-0.9	-4.8	-0.5	1.4
COc1cc(C(=O)Nc2ccc(S(=O)(=O)NC(C)C)cc2)cc(OC)c1OC	8.4	1.1	-6.5	1.7	-0.2	-1.2	-2.3	2.6	-3.9
COC(=O)/C=C(\Oc1ccccc1)C1(O)CCCCC1	0.3	7.8	-1.9	-0.7	5.5	-2.8	4.1	2.9	-0.5
O=C(CNC(=O)c1ccccc1F)N/N=C/c1cccnc1	3.2	-3.7	3.1	-1.2	1.0	4.1	-4.2	-1.4	3.3
CCN(C(=O)CSc1nncn1-c1ccccc1)c1c(N)n(Cc2ccccc2)c(=O)[nH]c1=O	0.1	3.8	-2.8	-5.7	4.4	-3.1	2.1	1.4	-2.7

Remaining list, next part.
SMILES	PAFAH1B3 inh	GSTO1 counter	PAD4 inh	PME-1 primary	pPAFAH FP inh	PAFAH1B2 inh	LYPLA2 inh	LYPLA1 inh	PAFAH2 inh
CC(C)(C)S(=O)(=O)c1cnc(-c2ccccn2)nc1N	5.8	6.8	-1.1	-1.4	4.9	7.5	0.2	1.1	-2.5
CCN(CC)CC(=O)Nn1c(C)nc2c(ncn2-c2ccccc2)c1=O	10.1	-1.9	-2.2	1.8	1.9	0.8	-0.9	-1.1	4.1
Cc1ccc(C(=O)Nc2sc3c(c2C(=O)O)CCCC3)o1	8.3	-27.6	0.9	-1.8	0.0	8.0	-1.4	-1.5	10.5
Cc1cc(C)c(OCCCCCNCCO)c(C)c1	-5.7	4.2	-0.3	-1.5	4.2	3.2	3.0	3.6	1.3
CC(Sc1ccccc1)C(=O)Nc1cccc(N(C)S(C)(=O)=O)c1 (stereo not given)	10.8	-2.9	1.4	-0.3	3.7	5.0	3.7	5.1	-4.5
CN(C)S(=O)(=O)c1ccc(N2CCCC2)c(C(=O)NCC2COc3ccccc3O2)c1 (stereo not given)	1.7	-2.0	-0.9	1.1	14.5	-2.7	1.1	0.4	0.7
CC1COc2ccccc2N1S(=O)(=O)c1ccccc1 (stereo not given)	/	-0.2	-0.1	-1.0	-6.5	/	-10.4	-2.7	/
COc1ccc(-c2cc(C(F)(F)F)c(C#N)c(SCC(=O)Nc3nc(C)co3)n2)cc1	-6.8	-0.1	-3.5	4.6	-3.4	-4.0	-1.7	1.3	-5.4
COc1cc(OC)c(NC(=O)C2CC(=O)N(c3ccc4c(c3)OCCO4)C2)cc1Cl (stereo not given)	0.3	-1.0	-1.9	5.1	-1.0	0.9	7.2	1.4	3.7
COc1ccc(-c2cc(C(=O)NCC(c3ccco3)N(C)C)c3ccccc3n2)cc1OC (stereo not given)	5.6	1.9	-1.8	0.1	3.1	1.4	-0.9	-0.5	-2.9
O=[N+]([O-])c1ccc2cn(-c3ccccc3)nc2c1	-0.8	-1.2	-8.9	15.3	4.6	-0.7	10.3	3.4	-4.5
Cc1cccc(-n2nc3c(c2NC(=O)c2ccc(Br)o2)CSC3)c1	-11.2	-8.6	2.0	-33.5	4.7	0.6	-30.9	-18.5	-7.3
Cn1c(NNC(=O)c2ccc(C(C)(C)C)cc2)cc(=O)n(C)c1=O	10.1	-2.5	-4.6	1.0	4.6	2.0	2.6	2.5	2.6
